Assay outcomes from PubChem BioAssay.
SENP8 block – SENP8 protease inhibitors, primary screen, biochemical, luminescence; Sentrin-specific protease 8 (Homo sapiens), Q96LD8; purified SENP8, Z-RLRGG-aminoluciferin cleavage; inhibition, % at 10 µM; 330,000 compounds, 1.2% hits
Target sequence (Q96LD8 whole entry, looked up): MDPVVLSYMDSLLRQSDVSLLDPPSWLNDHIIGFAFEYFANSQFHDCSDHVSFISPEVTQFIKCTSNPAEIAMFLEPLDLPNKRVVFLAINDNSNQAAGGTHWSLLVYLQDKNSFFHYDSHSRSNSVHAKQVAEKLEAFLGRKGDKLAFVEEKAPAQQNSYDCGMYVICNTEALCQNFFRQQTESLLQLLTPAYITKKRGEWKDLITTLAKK
UBC13 inh – UBC13 polyubiquitin chain formation inhibitors, primary screen, biochemical, TR-FRET, uHTS; Ubiquitin-conjugating enzyme E2 N (Homo sapiens), P61088; inhibition, % at 20 µM; 330,000 compounds, 0.47% hits; in the data active = inhibition above about 45%, passing the limit was not always enough
Target sequence (P61088 whole entry, looked up): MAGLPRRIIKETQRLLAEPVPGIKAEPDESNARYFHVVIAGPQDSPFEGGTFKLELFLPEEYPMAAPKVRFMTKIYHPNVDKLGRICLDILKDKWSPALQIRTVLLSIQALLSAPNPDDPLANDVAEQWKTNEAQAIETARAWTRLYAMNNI
Jurkat NFkB inh – inhibitors of induced NF-kB luciferase reporter, primary screen, TCR NF-kB activation inhibitor project, cell-based, luminescence, uHTS; Jurkat, PMA/ionomycin-induced NF-kB luciferase reporter; inhibition, % at 4 µM; 330,000 compounds, 0.53% hits; AID 435003, 2010
CCR6 antag – CCR6 receptor antagonists, primary screen, cell-based, CHO-K1, luminescence, beta-arrestin, uHTS. C-C chemokine receptor type 6 (Homo sapiens), P51684. CHO-K1 CCR6 PathHunter beta-arrestin, CCL20-stimulated. inhibition, % at 20 µM. 340,000 compounds, 0.49% hits;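 active = compounds whose inhibition of the agonist-driven luminescence signal at 20 µM reaches about 50%, limit read from the data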;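 also: cells stimulated with CCL20 at 14 nM final; plate controls were DMSO with CCL20 for no effect and DMSO without agonist for full effect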
Target sequence (P51684 whole entry, looked up): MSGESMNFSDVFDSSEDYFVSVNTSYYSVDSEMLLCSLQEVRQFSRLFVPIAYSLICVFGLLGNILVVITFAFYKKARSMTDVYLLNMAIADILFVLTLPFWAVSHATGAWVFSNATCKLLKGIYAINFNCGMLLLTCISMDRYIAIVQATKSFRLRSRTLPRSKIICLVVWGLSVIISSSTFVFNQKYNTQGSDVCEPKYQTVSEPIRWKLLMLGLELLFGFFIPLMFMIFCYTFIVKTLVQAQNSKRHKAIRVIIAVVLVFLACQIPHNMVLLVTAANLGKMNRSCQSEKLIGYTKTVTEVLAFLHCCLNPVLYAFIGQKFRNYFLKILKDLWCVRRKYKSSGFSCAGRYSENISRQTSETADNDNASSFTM
697 NFkB inh – inhibitors of PMA/ionomycin-induced NF-kB reporter, 697 cells, primary screen, B-cell NF-kB inhibitor project, cell-based, luminescence, uHTS; 697 B-cell NF-kB luciferase reporter, 16 h; inhibition, % at 4 µM; 330,000 compounds, 0.33% hits; AID 435022, 2010; in the data active = inhibition above about 35%
Gli-Sufu block – Gli-Sufu pathway antagonists, primary screen, luciferase luminescence, Sufu-KO-LIGHT cells, uHTS | AID 588413, 2011 | Sufu-KO-LIGHT fibroblasts, Gli luciferase reporter luminescence | 340,000 compounds, 0.74% hits | inhibition, % at 5 µM;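 active = inhibition above about 55%, limit read from the data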;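 also: 0% = DMSO-treated cells and 100% = wells with medium but no cells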
EBI2 block – EBI2 receptor antagonists, beta-arrestin recruitment, primary screen, cell-based, luminescence, 7a,25-OHC stimulation, uHTS; 7a,25-OHC stimulated; 360,000 compounds, 0.81% hits; inhibition, % at 5 µM; AID 651636, 2012; in the data active = inhibition above about 38%;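 also: enzyme fragment complementation signal reports receptor beta-arrestin coupling in cells; 0% = agonist plus DMSO wells and 100% = wells without agonist; some results beyond the cut were filed as inactive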
Apaf-1 inh – inhibitors of human Apaf-1 apoptosome, primary screen, biochemical, DEVD-Rh110 fluorescence, uHTS; 330,000 compounds, 0.71% hits; Apoptotic protease-activating factor 1 (Homo sapiens), O14727; reconstituted apoptosome caspase-3 activity; inhibition, % at 20 µM; active = inhibition of at least 40% at 20 µM;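 also: plate controls were DMSO wells for no effect and DEVD-CHO caspase inhibitor wells for full effect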
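System: reconstituted apoptosome with Apaf-1, cytochrome c, caspase-9, procaspase-3, dATP; Signal: Rh110 fluorescence intensity; Schedule: 30 min compound preincubation, 50 min activation, room temperature; Reagent: cytochrome c trigger plus (Z-DEVD)2-Rh110 caspase-3 substrate.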
Numbers without * were called inactive; · = no result given. Rule as the data show it, unless noted: active = inhibition above about 50%; inactive = the rest.

SMILES	SENP8 block	UBC13 inh	Jurkat NFkB inh	CCR6 antag	697 NFkB inh	Gli-Sufu block	EBI2 block	Apaf-1 inh
Cc1cc(C)c(S(=O)(=O)N2CCCC(C(=O)NCCC3=CCCCC3)C2)c(C)c1 (centres undefined)	2	2	-7	22	-5	5	12	28
Cc1nnc(NC(=O)Nc2ccc(Cl)c(Cl)c2)s1	-17	-5	-13	-6	-41	3	-5	-1
COc1ccc(S(=O)(=O)N2CCC(C(=O)Nc3ccc(S(=O)(=O)N4CCCC4)cc3)CC2)cc1OC	-7	-9	-7	12	-11	-8	-2	13
COc1cccc(CCNc2ccc(N3C(=O)CC(C)C3=O)cc2[N+](=O)[O-])c1 (centres undefined)	-11	-39	-5	17	9	6	-7	3
CCn1c(SCC(=O)N/N=C/C=C\c2ccccc2[N+](=O)[O-])nc2ccccc21	-6	-17	2	14	11	3	12	23
COc1ccc(NC(=O)CSCC(=O)N(C)CCOc2ccc(Cl)cc2)cc1	10	2	14	4	0	-5	2	4
O=C(Sc1ccc(Cl)cc1)c1cccc(Cn2cc(C(F)(F)F)ccc2=O)c1	-2	7	-5	13	8	-1	5	-8
CC(C)c1nc(SCC(=O)Nc2ccc([N+](=O)[O-])cc2Br)n[nH]1	1	-15	5	-4	3	5	1	-2
CCc1nnc(NC(=O)CCC(=O)NC2CCCC2)s1	-1	2	6	-4	8	3	-3	-1
CCn1c(COc2ccc(=O)n(-c3ccccc3)n2)nnc1SCc1ccccc1C	-3	4	12	-3	-1	2	-7	1
Cc1ccc(NS(=O)(=O)c2cc(C(=O)NCCSc3ccc(C)cc3)ccc2C)cc1	-8	-8	8	18	1	-1	44*	2
CCOC(=O)N1CCN(C(=O)NC23CC4CC(CC(C4)C2)C3)CC1	2	8	-10	12	15	-2	-10	3
COc1ccc(C(=O)C2CCCN(Cc3cnc(N4CCCC4)s3)C2)cc1OC (centres undefined)	-15	-19	-21	2	-23	23	-7	6
O=C(COC(=O)CSc1cc(Cl)ccc1Cl)NCc1ccc2c(c1)OCO2	-34	-15	-14	-4	7	-9	2	12
CCCc1noc(-c2ccc(-c3ccccc3)cc2)n1	50*	-5	-133	5	-144	-117	11	10
CCc1nnc(NC(=O)c2cc3c(s2)CCCCC3)s1	-16	3	-119	2	-116	-5	-12	-3
Cc1cccc(N2CCN(C(=O)c3cnn4c(C(F)F)cc(-c5ccccc5)nc34)CC2)c1C	-13	-15	-5	20	-18	17	14	28
COc1ccc2[nH]c(C(=O)N3CCN(Cc4ccccc4)CC3)cc2c1OC	1	11	0	6	2	-5	52*	8
COC(=O)c1sc(-c2ccccc2)cc1NC(=O)c1ccccc1	2	21	0	1	21	4	40	6
CCCC(=O)Nc1ccc(NC(=O)c2ccccc2Cl)nc1	-3	7	-16	-1	0	-23	0	5
COc1ncccc1C(=O)N1CCCC(C(=O)c2cccc(OC(C)C)c2)C1 (centres undefined)	1	-1	-7	4	12	0	3	-1
Nc1nc2nonc2nc1N	2	-2	4	2	-2	-5	-11	-28
Cc1nc(N(C)C)ncc1C(=O)O	-6	0	-7	-20	11	-2	-8	-11
Cc1cc(C(=O)NCC(c2ccco2)N(C)C)no1 (centres undefined)	0	4	-9	-5	15	1	-3	-11
Cc1ccc(S(=O)(=O)N2c3ccccc3NC(=O)C2CC(=O)Nc2ccccc2)cc1 (centres undefined)	-4	-8	1	-3	8	-1	-2	4

Single values from the list:
CCc1nnc(NC(=O)c2cc3c(s2)CCCCC3)s1 @ 697 NFkB inh = -116
CCCc1noc(-c2ccc(-c3ccccc3)cc2)n1 @ SENP8 block = 50*

The main list resumes; the two compounds before the break are reprinted first.
SMILES	SENP8 block	UBC13 inh	Jurkat NFkB inh	CCR6 antag	697 NFkB inh	Gli-Sufu block	EBI2 block	Apaf-1 inh
Cc1cc(C(=O)NCC(c2ccco2)N(C)C)no1 (centres undefined)	0	4	-9	-5	15	1	-3	-11
Cc1ccc(S(=O)(=O)N2c3ccccc3NC(=O)C2CC(=O)Nc2ccccc2)cc1 (centres undefined)	-4	-8	1	-3	8	-1	-2	4
COc1ccc(CNS(=O)(=O)c2ccc3c(c2)N(C)CCO3)cc1	-3	7	8	6	-6	-24	-4	-12
CCC[C@@H](CN1CCC[C@H]1CN1C(N)=NC[C@H]1CC(C)C)N1C[C@@H]([C@H](C)CC)N(CCc2ccc(Cl)c(Cl)c2)C1=N	-10	82*	-17	13	-9	-16	-9	64*
CC(C)[C@H](NC(=O)NCc1ccco1)C(=O)O	1	6	17	-8	10	5	-10	-2
Cc1ccc(OCC(=O)N/N=C/c2cccnc2)cc1C	-8	5	-4	11	-5	-2	11	11
CCC(=O)Nc1nc2ccccc2n1Cc1ccc(Cl)cc1	-8	17	3	43	-3	7	-8	29
O=S(=O)(Nc1ccccc1N1CCCCC1)c1ccc(Cl)s1	3	8	-1	20	12	11	16	10
O=c1[nH]cc(S(=O)(=O)N2CCN(c3cccc(Cl)c3)CC2)c(=O)[nH]1	-4	-7	-2	9	-5	-6	-2	13
COc1cccc(N=c2oc3cc(O)ccc3cc2C(=O)NCC2CCCO2)c1 (centres undefined)	-1	9	9	23	-1	3	20	8
O=C(c1ccc(Cl)s1)N1CCCC(N2CCN(c3ccc(F)cc3)CC2)C1 (centres undefined)	2	5	12	21	-4	50	0	6
CC#CCN1c2ccccc2[C@]23C[C@@H](C(=O)OC)N(C(=O)NC(C)(C)C)C2=NC(C(=O)OC)=C(C(=O)OC)[C@H]13	12	-8	2	11	6	2	12	-4
c1cncc(C(c2nnnn2C2CCCCC2)N2CCN3CCCC3C2)c1 (centres undefined)	2	5	17	6	-4	52	-1	-1
O=C(NCCc1nnc2ccc(SCC(=O)N3CCCC3)nn12)c1ccccc1	-10	0	-4	-6	-9	1	-8	-5
O=C(N/N=C/c1ccncc1)NC12CC3CC(CC(C3)C1)C2	0	3	0	9	-12	0	17	-10
COC(=O)c1cn(C(=O)OC)c2ccccc12	-6	-4	-14	6	2	25	7	16
O=C(CN(Cc1ccccc1)S(=O)(=O)c1ccccc1)N/N=C/c1ccc([N+](=O)[O-])cc1	-9	6	6	5	26	0	7	12
O=C(O)C1(c2ccccc2)CCC(Nc2ccccc2)C1 (centres undefined)	2	0	3	-9	0	2	-4	-18
O[C@@H]1[C@@H](O)C=C2CCN3Cc4cc5c(cc4[C@H]1C23)OCO5 (some centres undefined)	-10	-18	96*	1	-289	69*	13	-1
O=C(Oc1ccc(Br)cc1)c1cncc(Br)c1	-14	-8	3	15	-10	5	-8	-5
Cc1ccc(CNC(=O)CCC(=O)N2CC(C)Oc3ccc(Cl)cc32)cc1 (centres undefined)	4	1	5	2	3	16	4	8
NC(=O)N/N=C/c1sc(=O)n(-c2ccccc2)c1Cl	1	0	-8	1	4	-7	1	-8
COc1cccc(C(=O)NC2CCN(CC(=O)Nc3nccs3)CC2)c1	-2	3	0	-11	-7	-2	-12	8
Cc1ccc(OCC(=O)Nc2nnc(-c3ccco3)s2)cc1	1	-3	4	0	0	8	-8	1
CCCCN1C(=O)/C(=C/C=C2\N(C)c3ccccc3C2(C)C)SC1=S	-4	-255	-11	·	-9	·	·	8
CC1(C)CC[C@]2(C(=O)O)CC[C@]3(C)C(=CCC4[C@@]5(C)CC[C@H](O)C(C)(C)C5[C@H](O)C[C@]43C)[C@@H]2C1 (some centres undefined)	0	-26	20	0	8	2	·	16
COc1ccccc1/C=N/NC(=O)CC(=O)NCCc1ccccc1	-1	2	-8	9	4	9	-12	-12

Part of the list above, limited to 697 NFkB inh:
Compound	697 NFkB inh
Cc1ccc(OCC(=O)Nc2nnc(-c3ccco3)s2)cc1	0
O=C(NCCc1nnc2ccc(SCC(=O)N3CCCC3)nn12)c1ccccc1	-9

Records listed so far marked active in UBC13 inh.
Compound	UBC13 inh	Jurkat NFkB inh	CCR6 antag	697 NFkB inh	EBI2 block
CCC[C@@H](CN1CCC[C@H]1CN1C(N)=NC[C@H]1CC(C)C)N1C[C@@H]([C@H](C)CC)N(CCc2ccc(Cl)c(Cl)c2)C1=N	82*	-17	13	-9	-9

More compounds:
SMILES	SENP8 block	UBC13 inh	Jurkat NFkB inh	CCR6 antag	697 NFkB inh	Gli-Sufu block	EBI2 block	Apaf-1 inh
COc1ccccc1-c1noc(CCCC(=O)NC2CCCCC2)n1	2	18	1	14	16	19	0	1
CNC(=O)c1snnc1-c1ccccc1	2	3	7	-1	7	17	-5	-1
CC(C(=O)Nc1cccnc1)n1cc([N+](=O)[O-])cn1 (centres undefined)	7	3	-4	-8	5	-6	-10	0
CCn1c(SCC(=O)Nc2cccc(NC(C)=O)c2)nc2c([nH]c3ccccc32)c1=O	1	-3	-1	13	5	8	8	-13
Cc1ccccc1NC(=O)CSC(=O)c1ccccc1	-4	-1	4	24	-30	-1	7	12
Cc1ccc(-c2[nH]c(=S)[nH]c(=O)c2C#N)cc1	0	10	13	5	16	3	-9	1
CN(C)C(=O)CN1c2cccc3cccc(c23)S1(=O)=O	1	5	-1	10	5	16	-5	3
COc1ccccc1CNC(=O)C(NS(=O)(=O)c1ccc2c(c1)OCCO2)C(C)C (centres undefined)	-6	1	-8	-6	12	3	-1	-1
Cc1cccc2cc(CN(CC3CCCO3)C(=O)c3ccncc3)c(=O)[nH]c12 (centres undefined)	2	4	-6	2	20	0	3	-2
CCc1noc(C)c1C(=O)Nc1cc(S(=O)(=O)N(CC)CC)ccc1N1CCCC1	-4	-1	-1	5	-1	0	-5	6
C=CCSc1nnc(C)n1-c1ccc(Cl)cc1	4	0	10	7	7	9	-4	-21
CC(C)(C)c1ccc(C(=O)COC(=O)CN2C(=O)NC3(CCCC3)C2=O)cc1	3	0	2	7	11	-18	6	10
CC1(C)CCCN(Cc2c(O)ccc3c(=O)c(-c4nc5ccccc5s4)c(N)oc23)C1	-2	3	-29	4	-96	-24	8	-9
CC(=O)OC(C(=O)NC1CCCCC1)c1ccncc1 (centres undefined)	1	-2	3	6	-2	1	-6	-9
CC(C)N=c1cc2n(-c3ccc(Cl)cc3)c3ccccc3nc-2cc1Nc1ccc(Cl)cc1	12	-74	73*	50	-24	16	4	68*
CCOc1ccc2c(c1)sc1nc(C(=O)OC)cc(=O)n12	1	-1	15	-24	21	4	-4	-3
CCOC(=O)CNS(=O)(=O)c1cc(-c2nnc(Nc3ccc4c(c3)OCO4)c3ccccc23)ccc1C	2	-7	11	-8	-13	-2	-6	3
Cc1cc(C(=O)Nc2nc3c(s2)CCCC3)cs1	67*	0	-165	14	0	-33	0	4
CCN(CC)Cc1c(C(=O)N2CCc3ccccc3C2)nc2ccc(Cl)cn12	1	-8	6	4	6	-6	-14	0
CCOc1ccccc1NC(=S)N(CCOC)C1CCN(C(C)=O)CC1	-1	6	5	6	4	9	-16	-13
c1coc(-c2nc(-c3ccncc3)no2)c1	33	-10	-49	-14	-81	-46	10	7
CCOc1ccc2[nH]c(C)c(CN3CCN(CC)CC3)c(=O)c2c1	-8	5	4	8	2	1	-9	-3
CN1C2=CC=CC=CC2=[N+](C)C12C([N+](=O)[O-])=CC(=[N+]([O-])[O-])C=C2[N+](=O)[O-] (centres undefined)	-4	-54	73*	5	-80	-9	16	3
Cc1c(C(=O)N2CCN(S(=O)(=O)c3ccccc3)CC2)oc2ccc(Br)cc12	-1	0	3	9	3	-8	58*	13
CCOc1ccc(NC(=O)CCC(=O)N/N=C(\C)c2cccs2)cc1	-10	-2	-7	-4	-5	25	6	10
CC1CCCCN1S(=O)(=O)c1cccc2nonc12 (centres undefined)	8	3	3	8	8	2	16	-2
Nc1n[nH]c(N)c1N=Nc1ccc2c(c1)OCO2	-1	-8	-20	-1	-8	-52	-2	-6

A portion of the library; rates above refer to the full screens.
